Exocytosis inh = lytic granule exocytosis inhibition; hit rate 0.66% among 360,000; TALL-104 LAMP-1 surface exposure, flow cytometry; cells stimulated with thapsigargin and PMA; inhibition, % at 10 µM;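 active = inhibition above about 55%, limit read from the data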
ABCB6 inh MLPCN = inhibitors of human ABC transporter ABCB6; hit rate 0.19% among 360,000; AID 602162; Q9NP58; K562-ABCB6 porphyrin accumulation, flow cytometry, 1 h; active compounds read low; fluorescence ratio to DMSO, % at 10 µM;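 active = fluorescence ratio to DMSO below 75%, the collection mean minus 3 SD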;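 note: signal is porphyrin accumulated inside mitochondria; 100% equals median channel fluorescence of DMSO control wells; lower ratio means ABCB6 inhibition with less porphyrin fluorescence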
ABHD5-PLIN5 inh = blocks binding of human ABHD5 to perilipin-5. Split G. princeps luciferase complementation, luminescence, 4 h. inhibition, % at 4 µM. hit rate 0.78% among 360,000;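 active = inhibition above the mean inhibition across every tested compound plus 3 SD, cut at about 22% in these data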;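 note: 0% = DMSO only wells and the 100% control is not disclosed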
MC4R ag barr = human MC4R agonism via beta-arrestin; activation, % at 8.9 µM; U2OS MC4R beta-arrestin complementation, luminescence; percent of melanotan II response, DMSO zero; hit rate 0.98% among 360,000;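 active = activation above a per-plate cutoff, the mean activation of sample wells on that plate plus 3 SD, cut at about 8% in these data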
MC4R antag cAMP = blocks human MC4R cAMP signaling. hit rate 0.48% among 360,000. MC4R-expressing cells, MTII-stimulated cAMP, LANCE TR-FRET. inhibition, % at 6.5 µM;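 active = inhibition above its plate's cutoff, the mean of tested wells on that plate plus 3 SD, cut at about 29% in these data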;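 note: 0% = Melanotan II alone and 100% = Melanotan II plus saturating MCL0020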
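material = U2OS cells stably expressing human melanocortin 4 receptor (MC4R) | also added = Melanotan II challenge | dosing = single nominal compound dose of 6.5 µM | detection = TR-FRET with Eu-cAMP and labeled anti-cAMP, 671 nm | replication = singlicate | timing = compound 30 min, challenge 1 h, detection 1 h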
NOD2 RIPK2 PPI = blocks binding of human NOD2 to RIPK2; O43353; CHO BLA complementation NOD2-RIPK2, CCF4 ratio; inhibition, % at 4.98 µM; hit rate 0.38% among 360,000; AID 624267; in the data active = inhibition above about 21%;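 note: 0% = vehicle only and 100% = reference blocker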
Vif imaging = HIV Vif inhibition; hit rate 0.35% among 340,000; AID 602346; inhibition, % at 7.49 µM; HEK293T cells, Vif self-association by quenched fluorescence, imaging, 24 h; in the data active = inhibition above about 50%, passing the limit was not always enough; note: some results filed as inactive read as strong as hits
TLR9-MyD88 inh = TLR9-MyD88 interaction inhibition. Q9NR96+Q99836. CHO BLA complementation TLR9-MyD88, CCF4 FRET ratio. hit rate 0.21% among 340,000. AID 504734. inhibition, % at 4.98 µM;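 active = inhibition above the mean over all tested compounds plus 3 SD, cut at about 21% in these data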;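 note: 0% = DMSO only wells and 100% = clavulanate BLA inhibitor control wells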
Target sequence (Q99836 whole entry, looked up): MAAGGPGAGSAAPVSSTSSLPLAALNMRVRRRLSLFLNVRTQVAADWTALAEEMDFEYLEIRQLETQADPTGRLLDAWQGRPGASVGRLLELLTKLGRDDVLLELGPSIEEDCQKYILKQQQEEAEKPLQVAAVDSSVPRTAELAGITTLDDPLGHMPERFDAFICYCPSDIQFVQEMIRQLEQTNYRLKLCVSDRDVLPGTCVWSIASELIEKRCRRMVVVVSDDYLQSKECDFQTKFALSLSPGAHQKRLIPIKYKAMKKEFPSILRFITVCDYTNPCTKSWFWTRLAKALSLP
Target sequence (Q9NR96 whole entry, looked up): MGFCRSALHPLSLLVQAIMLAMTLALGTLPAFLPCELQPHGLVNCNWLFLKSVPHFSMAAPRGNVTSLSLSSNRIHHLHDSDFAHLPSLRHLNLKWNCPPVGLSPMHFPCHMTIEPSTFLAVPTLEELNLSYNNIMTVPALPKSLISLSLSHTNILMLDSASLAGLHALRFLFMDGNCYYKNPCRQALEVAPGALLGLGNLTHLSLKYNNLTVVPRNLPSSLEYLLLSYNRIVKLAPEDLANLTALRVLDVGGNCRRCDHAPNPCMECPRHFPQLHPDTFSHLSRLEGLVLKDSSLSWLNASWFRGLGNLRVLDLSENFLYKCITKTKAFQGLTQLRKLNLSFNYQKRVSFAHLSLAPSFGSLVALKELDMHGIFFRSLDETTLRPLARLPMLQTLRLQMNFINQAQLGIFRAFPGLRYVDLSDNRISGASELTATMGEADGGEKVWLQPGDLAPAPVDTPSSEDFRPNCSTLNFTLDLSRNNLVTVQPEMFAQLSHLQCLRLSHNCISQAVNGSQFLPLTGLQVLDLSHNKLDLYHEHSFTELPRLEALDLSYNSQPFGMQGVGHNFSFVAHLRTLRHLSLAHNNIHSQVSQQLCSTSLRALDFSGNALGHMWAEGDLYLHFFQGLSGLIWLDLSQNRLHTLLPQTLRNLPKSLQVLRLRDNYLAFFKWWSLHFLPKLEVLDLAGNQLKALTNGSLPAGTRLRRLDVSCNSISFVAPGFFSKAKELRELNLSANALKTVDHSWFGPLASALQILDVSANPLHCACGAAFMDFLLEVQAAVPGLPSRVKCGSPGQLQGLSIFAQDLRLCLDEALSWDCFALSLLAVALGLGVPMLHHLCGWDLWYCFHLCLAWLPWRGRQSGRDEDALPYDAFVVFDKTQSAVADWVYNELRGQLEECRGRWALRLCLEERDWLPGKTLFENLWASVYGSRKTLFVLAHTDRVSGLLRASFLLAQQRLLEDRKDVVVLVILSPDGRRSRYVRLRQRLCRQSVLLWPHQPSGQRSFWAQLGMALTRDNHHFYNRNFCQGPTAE
aDG glyco up = alpha-DG glycosylation activation | Pro5-aDG cells, alpha-DG glycosylation AlphaScreen (IIH6); 0% Pro5, 100% B10-LARGE cell signal | hit rate 0.22% among 360,000 | activation, % at 10 µM;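 active = activation of at least 8% versus controls, or a plate z-score of at least 8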;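 note: Pro5 are CHO cells carrying HIG-tagged alpha-DG that lacks glycosylation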
N-glyco inh = N-linked glycosylation inhibition. D54 ERlucT glycosylation luciferase reporter, 24 h; percent of 100 nM tunicamycin response. reporter increase, % at 12.5 µM. hit rate 0.23% among 360,000. AID 588692;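 active = mean luciferase reporter signal, scaled so untreated is 0 and the glycosylation-blocking control 100, at or above a set limit in every replicate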;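 note: luciferase carries N-glycosylation sites so blocking glycosylation raises the light; 0% = median of neutral control wells and 100% = median of 100 nM tunicamycin wells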
An asterisk follows results filed as active; · = no result given. This is a subset; rates above refer to the full screens.

Preview, 3 compounds:
SMILES	Exocytosis inh	ABCB6 inh MLPCN	ABHD5-PLIN5 inh	MC4R ag barr	MC4R antag cAMP	NOD2 RIPK2 PPI	Vif imaging	TLR9-MyD88 inh	aDG glyco up	N-glyco inh
CCCCSc1nnc(CNC(=O)C23CC4CC(CC(C4)C2)C3)n1Cc1ccccc1	-4	100	-4	0.4	7	14	5	-2	0.2	-4
O=C(NCc1ccccn1)C(=O)Nc1nc(-c2ccccc2)cs1	6	89	0	2.0	-4	-8	-7	-1	0.0	2
CCOC(=O)c1ccc(NC(=O)C2C3C=CC(C3)C2C(=O)O)cc1 (configuration not stated)	2	99	-2	-0.4	3	6	11	7	-0.3	2

The list itself, from the first entry:
SMILES	Exocytosis inh	ABCB6 inh MLPCN	ABHD5-PLIN5 inh	MC4R ag barr	MC4R antag cAMP	NOD2 RIPK2 PPI	Vif imaging	TLR9-MyD88 inh	aDG glyco up	N-glyco inh
CCCCSc1nnc(CNC(=O)C23CC4CC(CC(C4)C2)C3)n1Cc1ccccc1	-4	100	-4	0.4	7	14	5	-2	0.2	-4
O=C(NCc1ccccn1)C(=O)Nc1nc(-c2ccccc2)cs1	6	89	0	2.0	-4	-8	-7	-1	0.0	2
CCOC(=O)c1ccc(NC(=O)C2C3C=CC(C3)C2C(=O)O)cc1 (configuration not stated)	2	99	-2	-0.4	3	6	11	7	-0.3	2
COc1cc(C)c(C2NC(=O)c3ccccc3N2)cc1C (configuration not stated)	2	99	2	-3.7	-14	-2	7	-3	0.1	14
CC1Cc2ccccc2N1C(=O)c1cnc2sccn2c1=O (configuration not stated)	-3	102	2	1.2	-4	0	9	0	-0.1	0
COCCn1c(SCCCc2ccccc2)nc2c1c(=O)[nH]c(=O)n2C	3	97	0	0.1	-11	-9	-8	-4	0.1	8
CCc1ccc(-c2nc(CN3CCC(C(=O)NCCN(CC)c4ccccc4)CC3)c(C)o2)cc1	4	100	3	5.0	2	-2	-8	4	-0.4	-6
CC1CCN(S(=O)(=O)c2ccc(S(=O)(=O)NCc3ccccc3)cc2)CC1	-4	101	-5	-0.4	9	-4	-3	-3	-0.1	0
Cc1ccc(-n2ncc3c(NCc4cccnc4)ncnc32)c(C)c1	-3	89	3	-0.8	9	1	-12	9	3.2	-5
O=C(NCc1ccon1)C1CCC(=O)N(CCc2ccc(Cl)cc2)C1 (configuration not stated)	-3	102	11	1.3	-1	-2	-1	3	0.6	0
CCOc1ccc(S(=O)(=O)Nc2ccc(C(=O)N(CC)CC(=O)NCc3cccs3)cc2)cc1	-5	102	-4	-0.6	6	-4	-9	-8	-0.2	1
CCCC(=O)OCC(=O)Nc1ccccc1Sc1ccccc1	-5	104	6	-1.2	19	2	4	-12	-0.4	0
Cc1cc(NC(=O)c2cc3cccc([N+](=O)[O-])c3[nH]2)ccc1F	28	103	-12	4.7	24	3	-10	-1	0.0	-4
COc1cccc(C(=O)Nc2nc(-c3ccc(S(=O)(=O)N4CCOCC4)cc3)cs2)c1	0	82	1	-1.0	9	-2	-7	-6	0.2	-5
CC(=O)c1ccc(N2CCN(S(=O)(=O)c3cccc4nsnc34)CC2)cc1	1	98	-1	-1.8	1	0	8	1	0.0	0
O=C(NCc1cccnc1)C1CC(c2ccccc2O)=NO1 (configuration not stated)	7	108	-2	-1.2	-19	-12	-4	5	0.1	3
Cc1cccc(NC(=O)Cn2nc([N+](=O)[O-])c(Br)c2C)n1	-11	93	-3	-2.3	1	-4	-2	11	-0.6	-1
c1cc(-c2nnc3n2CCC3)[nH]n1	-5	91	1	0.1	4	-12	1	5	0.4	6
CC1CCN(C(=O)c2cc(Cl)nc3ccccc23)CC1	-2	104	1	-0.8	1	-8	-4	1	-0.1	-1
C=CCn1c(SCC(=O)NCCCO)nc2sc3c(c2c1=O)CCC3	-5	99	4	-1.3	-7	14	6	-2	0.0	0
COCC(=O)Nc1nc(-c2ccc(C)cc2)c(C)s1	-3	99	0	-2.2	-2	-3	-12	1	0.5	0
O=C(NC1CCCC1)C(c1ccsc1)N(C(=O)Cc1cccs1)c1ccc(F)cc1 (configuration not stated)	-1	94	1	0.3	9	-2	2	-7	0.0	-1
CC(C)(Oc1ccc(Cl)cc1)C(=O)NCc1ccco1	-4	94	10	-2.9	3	0	-3	-2	0.2	-2
O=C(c1cc(Cl)c(=O)n(Cc2ccccc2)c1)N1CCOCC1	-8	98	-5	-1.1	8	5	62*	8	0.1	1
CC(=O)Nc1ccc(Oc2sc(C(=O)c3ccccc3)c(N)c2C#N)cc1	8	101	12	-1.1	15	13	15	-1	0.2	4
(listing goes on)
SMILES	Exocytosis inh	ABCB6 inh MLPCN	ABHD5-PLIN5 inh	MC4R ag barr	MC4R antag cAMP	NOD2 RIPK2 PPI	Vif imaging	TLR9-MyD88 inh	aDG glyco up	N-glyco inh
Cc1cc(C(=O)CSc2nc3ccccc3c(=O)[nH]2)c(C)n1C	-3	98	-9	-2.1	7	-27	-5	-2	-0.3	0
CC(C)c1ccc(/C=C/C(=O)NCc2ccc(S(N)(=O)=O)cc2)cc1	1	96	-13	1.9	6	2	2	-1	0.8	0
Cc1cccc(-c2noc(-c3cc4ccccc4oc3=O)n2)c1	-2	92	1	4.3	0	0	1	0	-0.2	-1
Cn1nnnc1SCC(=O)N1CCCc2ccccc21	1	93	-3	2.1	4	3	-1	-11	-0.1	2
COc1cc(OC)cc(C(=O)NNC(=O)CCC(=O)c2cccs2)c1	11	99	2	-1.6	2	-4	11	3	0.2	0
CC(C)CNC(=O)CN1c2cccc3cccc(c23)S1(=O)=O	0	109	-5	0.4	19	2	-9	-10	0.2	0
CC(=O)N1CCN(C(=S)Nc2cc(S(=O)(=O)N3CCOCC3)ccc2Cl)CC1	-1	97	-7	-1.7	10	5	28	7	0.1	-2
CCOC(=O)N1CCC(N2CCN(CCC(C)C)C(CCO)C2)CC1 (configuration not stated)	-10	104	0	-0.8	-2	-13	-3	-3	-0.3	0
COc1ccc(NC(=O)CN(C)C(=O)c2n[nH]c3ccccc23)cc1	-1	97	-9	-2.3	2	12	-6	-1	0.0	3
O=C(CCCc1ccccn1)c1cccc2ccccc12	35	102	-4	-0.6	-3	-7	8	7	-0.3	-11
O=C(OCC(=O)N1CCN(c2ccccc2)CC1)c1cc(Cl)ccc1[N+](=O)[O-]	1	95	-7	-3.6	9	-1	·	7	-0.2	2
CSc1nnc(C)c(=O)[nH]1	1	98	4	-1.1	-3	6	1	3	-0.3	1
Cc1cc([N+](=O)[O-])nn1CC(=O)Nc1c(C)n(C)n(-c2ccccc2)c1=O	0	99	-4	0.9	17	1	1	-6	0.3	4
CSCCC(NC(=O)c1ccco1)c1nc2ccccc2[nH]1 (configuration not stated)	2	89	-2	-3.4	-6	-7	-5	9	-0.2	1
O=C(COC(=O)c1nc(Cl)ccc1Cl)Nc1ccc2[nH]c(=O)[nH]c2c1	7	97	-6	-1.4	5	7	-4	-3	0.0	3
COc1cccc(C2CC(c3cccc(C)c3)n3ncnc3N2)c1 (configuration not stated)	-1	98	-6	0.0	4	0	14	-12	0.0	-1
COc1cc2c(cc1OC)CN(C(=O)/C=C/c1ccc(F)cc1)CC2	-4	89	9	-1.3	-5	-4	8	0	0.2	-1
CCc1ccc(NC(=O)CC2C(=O)NCCN2C(=S)Nc2ccccc2)cc1 (configuration not stated)	-11	100	-2	-2.6	21	-17	7	1	0.2	3
Cc1ccc(C(=O)Nc2ccc(N3CCCC3)cc2)c(C)c1	0	118	3	-0.1	10	-3	-3	1	-0.2	-1
O=C1OC(Nc2cc(Br)cc3cccnc23)c2ccccc21 (configuration not stated)	6	104	-11	-1.3	-6	-2	-14	-3	7.4*	10
CC1(C(=O)Nc2cnc3ccccc3c2)CCN1Cc1cc2ccccc2o1 (configuration not stated)	2	90	1	-1.2	4	-9	7	·	-0.2	0
Cc1cc(NC(=O)CSCCc2ccncc2)no1	-7	98	12	-2.1	9	-5	-1	1	0.1	1
CC1(C)Cc2nc(NCCN3CCOCC3)c(C#N)cc2CO1	-4	91	-3	-1.2	6	-3	-5	3	0.0	2
COc1ccc(OC)c(NC(=O)/C=C/c2ccccc2[N+](=O)[O-])c1	5	109	-2	-1.1	-3	-5	3	-2	-0.3	-6
CC1CCCC(C)N1C(=O)CSc1nc2c(c(=O)n(C)c(=O)n2C)n1C (configuration not stated)	-4	92	-6	0.6	0	-1	8	3	-0.1	0
Other results follow:
SMILES	Exocytosis inh	ABCB6 inh MLPCN	ABHD5-PLIN5 inh	MC4R ag barr	MC4R antag cAMP	NOD2 RIPK2 PPI	Vif imaging	TLR9-MyD88 inh	aDG glyco up	N-glyco inh
Cc1ccc(S(=O)(=O)NCC(=O)OCc2nnc(-c3ccccc3)o2)cc1C	6	97	-1	-2.8	29*	-1	-19	-1	-0.1	1
O=C(Nc1ccc(F)cc1F)N1CCCCCC1	-2	99	3	-2.2	7	2	-6	1	0.0	0
Cc1ccc(S(=O)(=O)N(CC(=O)N=Nc2c(O)[nH]c3ccccc23)c2ccc(C)c(C)c2)cc1	-2	96	-2	2.4	-6	-9	-9	4	-0.2	1
O=C(NC12CC3CC(CC(C3)C1)C2)c1cc([N+](=O)[O-])ccc1N1CCOCC1	11	102	2	1.1	-3	-5	1	-2	0.0	-2
CCN(CC)CC#CCC(O)(c1ccccc1)C1CCCC1 (configuration not stated)	-3	95	13	0.9	-9	-28	2	-2	-0.1	-3
CCn1ncc(NC(=S)NCCc2ccc(OC)c(OC)c2)c1C(N)=O	0	96	2	-0.8	16	5	-2	-5	0.1	1
COC(=O)c1sccc1NC(=O)c1cccc(OC)c1	-2	99	4	1.1	6	0	-2	-3	0.0	0
O=C(Nc1ccc([N+](=O)[O-])cc1)c1ccccc1F	1	99	9	1.5	7	-7	-1	-3	0.0	-1
COc1cc(C)c(C(=O)Oc2cc(C)c(C(=O)O)c(O)c2C)c(OC)c1C	20	95	4	-1.1	11	3	4	-1	-0.2	-1
COC(=O)CSc1nc2ccc(N)cc2s1	3	95	-3	-2.0	9	0	-5	4	-0.2	1
CC(C)c1ccc(N=C2N=C(N)c3ccccc32)cc1	0	93	2	0.7	-3	-4	1	0	0.3	-8
N#Cc1c(N2CCOCC2)nsc1-c1ccccc1	-3	95	3	0.5	0	-14	-9	-10	0.0	2
CC(C)(C)NC(=O)COc1ccc(CNCc2cccnc2)cc1	0	107	-2	1.7	-2	-11	3	-4	0.1	-1
COc1ccc(CC(=O)Nc2cccc(S(=O)(=O)N3CCOCC3)c2)cc1OC	1	91	0	-4.9	12	4	-4	-2	0.1	-2
CC(=O)c1ccc(OCC(=O)Nc2cccc(S(=O)(=O)N3CCCC3)c2)cc1	-2	89	7	1.6	22	-9	-5	-2	1.0	-1
CSc1nc(C)cc(OCCNS(=O)(=O)c2ccc(C)cc2)n1	-3	104	4	0.2	-4	5	-2	0	0.0	-1
COP(=O)(OC)C(Nc1ccc([N+](=O)[O-])cc1)c1ccccc1 (configuration not stated)	-1	98	14	5.0	4	1	2	-8	0.0	2
N#CC1=C(Nc2ccccc2)SC=C(c2ccc(Br)cc2)N=C1N1CCOCC1	-1	91	-4	2.8	12	3	13	3	0.0	1
COC(=O)c1ccc(C(=O)OC)nc1	-3	103	3	0.9	12	-5	0	-1	-0.2	1
Cc1cc(=O)[nH]c(N/N=C/c2ccccc2C(F)(F)F)n1	3	90	2	-0.5	3	9	-4	-5	-0.3	4
c1ccc(COc2ccccc2CNC23CC4CC(CC(C4)C2)C3)cc1	7	96	5	3.4	8	2	3	-8	1.1	5

From PubChem
